# Screens: PubChem BioAssay, National Center for Advancing Translational Sciences (NCATS)
# p53ts 32C tox: qHTS Screen for Compounds that Selectively Target Cancer Cells with p53 Mutations: Cytotoxicity of p53ts Cells at the Permissive Temperature | H1299-p53A138V at 32C, ATP luminescence viability, 24 h | AID 924, 2007 | actives 0.93% (n = 130,000) | Potency, µM (doses to about 46.1 µM), for inactives: top-dose activity change, negative = cytotoxicity, hits mostly cytotoxic;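 further: 0% = DMSO and -100% = full killing by reference compound; nearly all actives have a fitted effect of over 55% in size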
#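 ATP-content luminescence (ATPlite) read-out after 24 h compound exposure at 32C in H1299-p53A138V cells (600/well). Tested up to 46 uM. Normalized to DMSO (0%) and 100 uM tamoxifen (100% killing); Hill-fit AC50.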
# Peg3 imprint: qHTS Assay for Compounds that Induce Erasure of Genomic Imprints. mouse ES Peg3-LacZ reporter, beta-gal luminescence, 40 h. Potency, µM (highest dose often 60.7 µM), inactives show top-dose activity change, positive = activation, hits mostly activators. actives 0.02% (n = 110,000). AID 1948, 2009;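 further: 0% = negative control wells on the plate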
#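 Imprint erasure is scored as LacZ activity from the silenced maternal Peg3 allele in feeder-free female ES cells cultured 40 h with LIF. Luminescence is normalized to in-plate negative controls and fitted to the Hill equation.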
# IkB signaling: IkB Signaling; AID 445, 2006; actives 0.04% (n = 110,000); ABC-DLBCL IkBa-CBG/CBR dual luciferase ratio, 4 h; response scale: scaled: untreated 0%, proteasome inhibitor 100%; Potency, µM (doses to about 57.1 µM), for the others: top-dose IkBa stabilization activation; active means well fitted curve in the direction sought with a large enough effect in the signal ratio, not every such curve was filed as active; inconclusive means small, poorly fitted or top-dose-only effect, or a change in a side signal; the % refers to the signal ratio;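 further: the direction sought is a rising ratio; 0% = basal untreated cells and 100% = reference inhibitor full response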
#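 In this assay, an IκBα–CBG68 fusion accumulates when IKK-driven degradation is blocked; native CBR normalizes for cell number. OCI-Ly3 cells were treated 4 h with compound and doxycycline, then green and red light read after Chroma-Glo addition.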
# p53ts 39C tox: qHTS Screen for Compounds that Selectively Target Cancer Cells with p53 Mutations: Cytotoxicity of p53ts Cells at the Nonpermissive Temperature; H1299-p53A138V viability at 39C, ATP luminescence, 24 h; Potency, µM (titrated, usually from 46.1 µM), for inactives: at the top dose activity change, negative = cell killing, hits mostly cytotoxic; actives 1.5% (n = 130,000); further: nearly all actives have a fitted effect of over 55% in size
# Numbers without * were called inactive; ? = inconclusive; · = no result given; & = joins results of further samples; [ ] = dose if it differs, or a comment. Unless noted, the call rests on the fitted dose curve; in most records, active means well fitted curve in the direction sought with a large enough effect; inconclusive means small, poorly fitted or top-dose-only effect, or another doubt; inactive means no such curve, though single readings can be large; an effect the other way counts as inactive or inconclusive. Unless noted, on the % scale 0 is the no-effect control and ±100 the full control effect; potency means the concentration at half of the fitted maximal effect. An excerpt; rates above refer to the full screens.
structure	p53ts 32C tox	p53ts 39C tox	Peg3 imprint	IkB signaling
CN1CC[C@@]2(CCCN(C(=O)c3ccco3)C2)C1	-2.4%	0.8%	·	0.5%[11.4 µM]
CC1CCCC(C2(O)C(=O)Nc3ccccc32)C1=O (centres undefined)	9.6%	2.0%	8.3%	-6.9%
CCCCOc1ccc(CN2CCN(CCO)CC2)cc1	-5.0%	-2.3%	-16.9%	0.4%
COc1ccc(CN2CCNCC2)c(OC)c1OC	5.3%[20.6 µM]	1.6%[20.6 µM]	14.3%[16.8 µM]	-0.4%[25.6 µM]
Cn1ccnc1P(=S)(c1nccn1C)c1nccn1C	5.6%	4.9%	-13.4%	1.8%
CCCCn1c(O)c(C(C)=NC(Cc2c[nH]c3ccccc23)C(=O)OC)c(=O)[nH]c1=O (centres undefined)	7.9%	8.6%	-8.7%	-0.5%
Clc1cc(Cl)c(-c2cc(Cl)c(Cl)cc2Cl)cc1Cl	-16.7%[1.84 µM]	13.3%	5.3%	0.1%
O=C1NC(c2cccnc2)Nc2sc3c(c21)CCCC3 (centres undefined)	-6.3%	4.7%	·	·

# Entries of single compounds as entered above. Screens in order: p53ts 32C tox	p53ts 39C tox	Peg3 imprint	IkB signaling
# O=C1NC(c2cccnc2)Nc2sc3c(c21)CCCC3 (centres undefined) is listed with -6.3%	4.7%	·	·
# CCCCn1c(O)c(C(C)=NC(Cc2c[nH]c3ccccc23)C(=O)OC)c(=O)[nH]c1=O (centres undefined) is listed with 7.9%	8.6%	-8.7%	-0.5%

# (continued)
structure	p53ts 32C tox	p53ts 39C tox	Peg3 imprint	IkB signaling
O=c1[nH]c(=O)n(CCC2=CCCCC2)c(O)c1C=NCCN1CCNCC1	18.6%	4.6%	-12.1%	0.5%
CC(C)(C)c1ccc(O)c(CN2CCN(c3ccccc3)CC2)c1	-4.0%	18.1%	-5.6%	0.9%
COC(=O)CSC1=NP(=S)(SCC(=O)OC)N2CCCC2=C1C#N (centres undefined)	?	?	6.5%	?
Cn1c(=O)cc(OCC(=O)N2CCN(C3CCCCC3)CC2)c2ccccc21	-1.4%	-9.0%	-23.1%	10.8%
CC(C)Oc1ccc(NC(=O)c2cc3ccccc3o2)cc1	6.31µM*	6.31µM*	-40.6%[inhibitor][10.9 µM]	?
O=C(O)[C@@H]1[C@H](C(=O)O)[C@]2(Cl)C(Cl)=C(Cl)[C@@]1(Cl)C2(Cl)Cl	?	1µM*	1.8%[10.9 µM]	3.16µM*
CC12CN3CC(C)(CN(C1)C31CCSCC1)C2=O	-0.2%	-9.7%	-4.3%	-0.5%
Nc1c(C(=O)Nc2cccc(Br)c2)sc2nc3c(cc12)N1CCC3CC1	?	?	-8.0%[10.9 µM]	?
O=C(C1CCC(=O)N1Cc1ccc(F)cc1)N1CCC2(CC1)OCCO2 (centres undefined)	-0.2%	4.3%	-1.6%	0.6%
CCCC(C)C1(CC)C(=O)NC(=Nc2ccccc2OC)NC1=O (centres undefined)	15.6%	8.4%	-7.8%	4.1%
O=C(Nc1cccc(F)c1)N1CC[C@@]2(CCCN(C(=O)Oc3ccccc3)C2)C1	-1.2%	12.3%	·	-7.0%[11.4 µM]
CC(=O)OC1CC(OC(C)=O)[C@]2(C)C(CC(OC(C)=O)[C@]3(C)C2CC[C@@]2(C)C(c4ccoc4)C[C@H]4O[C@]432)C1(C)C (some centres undefined)	-3.5%	1.4%	-1.0%	·
C#CCO	-15.0%[1.84 µM]	3.8%	-5.9%	-1.5%
Cc1cccc(-n2c(/C=C/c3c(C)[nH]c4ccccc34)nc3ccccc3c2=O)c1	-9.2%	?	-11.3%[10.9 µM]	11.8%
CC(=NCC1CCCO1)c1c(O)n(C)c(=O)n(C)c1=O (centres undefined)	-3.3%	0.4%	-1.6%	0.0%
CC12CN3CN(C1)CC(c1ccccc1)(C3)C2=O	2.6%	23.6%	·	·
C[C@H](CCC(=O)O)[C@H]1CC[C@@H]2[C@H]3CC[C@H]4C[C@H](O)CC[C@@]4(C)[C@@H]3CC[C@@]21C	5.9%[9.22 µM]	0.1%[9.22 µM]	-14.9%[10.9 µM]	-0.8%[11.4 µM]
Oc1ccccc1Cl	3.7%[1.84 µM]	7.8%	-1.6%	-0.3%
O=C(NCc1cccnc1)NC1CCCCC1	1.9%	-8.6%	-3.7%	-1.3%
NCC#Cc1ccccc1	3.4%	-0.3%	-33.3%[inhibitor]	?
CCCNC(=O)c1c(N)n(Cc2ccc3c(c2)OCO3)c2nc3ccccc3nc12	2.0%	-13.4%	-6.3%	6.2%
Oc1ccc([C@H](O)[C@@H]2CCCCN2)cc1O	-2.2%[9.22 µM]	1.9%[9.22 µM]	·	-0.7%[11.4 µM]
Cc1ccccc1N1C(=O)CC(=O)NC1=O	2.6%	10.7%	-4.3%	0.2%
CCOC(=O)C1=C(C)OC(N)=C(C(=O)OCC)C12C(=O)Nc1ccc(Br)cc12 (centres undefined)	8.1%	-10.9%	-8.6%	0.8%
N#CSCSC#N	-0.3%[1.84 µM]	130.2%[activator]	-42.7%[inhibitor]	?
C[C@@H](Cc1ccc(Cl)cc1Cl)NO	12.3%[9.22 µM]	18.1%[9.22 µM]	-1.0%[10.9 µM]	1.3%[11.4 µM]
Cc1ccc(Cl)cc1Nc1nn2c(=O)c3ccc(C(=O)NCc4cccs4)cc3nc2s1	12.6µM*	15.8µM*	-20.1%[10.9 µM]	1.3%
Cc1ccccc1-n1nc(C)c2c1NC(=O)CSC2c1ccc(Cl)cc1 (centres undefined)	1.6%	-13.3%	10.2%[10.9 µM]	0.4%
Cc1nn(-c2ccccc2)c(Cl)c1C1C(C#N)=C(N)Oc2c1c(=O)oc1ccccc21 (centres undefined)	1.3%	-2.8%	-7.9%	?
CC(C)(C)NCC(O)c1ccccc1Cl (centres undefined)	8.5%	-8.7%	-11.2%&-4.9%	·
Cc1nn(CCC#N)c2c1P(=S)(N1CCCC1)OC(c1ccc(F)cc1)=N2 (centres undefined)	7.8%	6.4%	-16.3%	0.3%
[O-][Cl+]O	-3.2%[1.84 µM]	-9.0%	-1.7%	-0.2%
CCOC(=O)C(O)(c1ccc(NC(=O)c2ccco2)c(OC)c1)C(F)(F)F (centres undefined)	11.5%	6.8%	-9.6%	?
CCOc1ccc(NC(=O)CSc2oc(-c3ccccc3)nc2S(=O)(=O)c2ccc(Cl)cc2)cc1	?	2µM*	-34.4%[inhibitor][10.9 µM]	-3.4%
Cc1cc(O)c2c(c1)C(=O)c1cc(O)cc(O)c1C2=O	41.9%[activator]	67.8%[activator]	-89.8%&-80.6%&-70.1%[inhibitor]	?
CCOC(=O)c1c(N)n(CCCOC(=O)c2ccco2)c2nc3ccccc3nc12	-5.2%	5.9%	-11.7%	-2.5%
COc1ccc(OCC(=O)N2CCN(CCc3ccccn3)CC2)cc1	-4.2%	4.5%	-6.5%[10.9 µM]	-0.4%
Cc1ccc(S(=O)(=O)NC(CC(=O)N2CCC3(CC2)OCCO3)c2ccco2)cc1 (centres undefined)	20.3%	1.6%	-7.1%	-0.3%
CCCCCP(=O)(O)c1ccccc1	2.0%	9.8%	-3.4%	0.3%
COc1cc(C(c2c(O)c3ccccc3oc2=O)c2c(C)n(C)n(-c3ccccc3)c2=O)ccc1O (centres undefined)	9.1%	21.9%	14.2%[10.9 µM]	?
c1ccc(/N=C2\N=C(Nc3ccccn3)c3ccccc32)nc1	-15.0%	?	-28.4%	?
CCCOc1ccc(C(=O)Nc2ccc(-c3cc4ccccc4oc3=O)c(C)c2)cc1	?	6.31µM*	-19.9%[10.9 µM]	?
CCCNC(=O)c1cnn2c(C)c(Cc3c(C)cc(C)cc3C)c(C)nc12	39.1%[activator]	-15.2%	-28.2%[10.9 µM]	?
COc1ccc(OCC(=O)N2CCN(Cc3cccc(OC)c3OC)CC2)cc1	-1.3%	12.9%	-10.5%[10.9 µM]	-2.7%
COc1ccc2nc(NC(=O)c3nc(S(=O)(=O)Cc4cccc(C)c4)ncc3Cl)sc2c1	20µM*	10µM*	-35.3%[inhibitor][10.9 µM]	?
CN(C)[C@@H]1C(=O)C(C(N)=O)=C(O)[C@]2(O)C(=O)C3=C(O)c4c(O)ccc(Cl)c4[C@](C)(O)[C@H]3C[C@@H]12	-11.1%[20.6 µM]	4.5%[20.6 µM]	0.1%[16.8 µM]	0.4%[25.6 µM]
CNC(=O)[C@@H]1C[C@H]1[C@@H](NP(=O)(c1ccccc1)c1ccccc1)c1ccccc1	-0.9%	-0.5%	-13.2%	·
CC[C@@H]1CN2CCc3cc(OC)c(OC)cc3[C@H]2C[C@@H]1C[C@@H]1NCCc2cc(O)c(OC)cc21	17.2%[20.6 µM]	5.6%[20.6 µM]	-35.7%[inhibitor][16.8 µM]	?
Cc1ccc(Cl)c2sc(NC(=O)c3ccc(S(=O)(=O)N4CCCC4)cc3)nc12	7.6%	5.3%	5.6%[10.9 µM]	?
CC1CC[C@@]2(OC1)OC1C(O)C3C4CC[C@H]5CC(O[C@@H]6O[C@@H](CO)[C@H](OC7OC(CO)C(O)C(OC8OCC(O)C(O)[C@H]8O)[C@@H]7O[C@@H]7OC(CO)[C@H](O)[C@@H](O[C@@H]8OC(CO)C(O)C(O)C8O)C7O)C(O)C6O)C(O)C[C@]5(C)C4CC[C@]3(C)C1C2C (some centres undefined)	6.31µM*	6.31µM*	-36.7%[inhibitor]	·
COc1ccc(C(=O)Nc2ccc(Cl)cc2C(=O)c2ccccc2)c(OC)c1	1.9%	-9.2%	-5.0%[10.9 µM]	?
Cc1ccc2cccc(OC(=O)N3CCCC3)c2n1	-0.7%	3.9%	-4.0%	-0.5%
CCCN1CCC[C@@H]2Cc3[nH]ncc3C[C@H]21	5.2%	-2.7%	-1.9%	0.1%
CCC(C)N1C(=O)NC(=O)C2(Cc3cc(C)ccc3N(C)C2)C1=O (centres undefined)	0.4%	5.8%	-5.8%	-0.9%
CC(=NCCC1=CCCCC1)c1c(O)[nH]c(=O)[nH]c1=O	-8.5%	11.3%	-4.5%	-2.3%
Cc1nnc(NCc2ccccc2)c2c1nnn2Cc1ccc(F)cc1	-10.5%	?	-4.0%[10.9 µM]	-0.8%

# (more compounds)
structure	p53ts 32C tox	p53ts 39C tox	Peg3 imprint	IkB signaling
C[C@H](N)CN1CCc2ccc(Br)cc21	-10.8%	-5.6%	-33.9%[inhibitor]	-9.3%
c1cncc(CNCCN2CCNCC2)c1	5.2%[9.22 µM]	10.2%[9.22 µM]	-4.2%[10.9 µM]	-0.4%[11.4 µM]
Cc1ccc2nc(-c3ccncc3)cc(C(=O)N3CCC4(CC3)OCCO4)c2c1	-2.6%	7.0%	-3.6%	0.3%
CCN1C[C@@]2(COC(=O)c3ccccc3N3C(=O)CC(C)C3=O)CC[C@H](OC)[C@]34C5C[C@@H]6[C@@H](OC)C[C@@](O)(C5[C@H]6OC)[C@@](O)(C13)[C@@H](OC)C24 (some centres undefined)	0.0%	-2.3%	2.3%	·
O=C(c1cnccn1)N1CCC2(CC1)CN(Cc1ccncc1)C2	-3.6%	22.5%	·	-0.3%[11.4 µM]
CCN(CC)c1ccc(CC2C(=O)N(C)C(=O)N(C)C2=O)cc1	22.8%	-8.3%	-8.3%	-0.2%
NCCc1ccc(S(=O)(=O)F)cc1	?	11.7%	-24.1%	4.6%
CC[C@H]1C2CC3[C@@H]4N(C)c5ccccc5[C@]45C[C@@H](C2[C@H]5O)N3[C@@H]1O (some centres undefined)	2.7%	-4.8%	-5.9%	·
C[C@@]12CC[C@H](O)C[C@@H]1CC[C@@H]1[C@@H]2CC[C@@]2(C)[C@@H](C3=CC(=O)OC3)[C@H](O)C[C@]12O	-19.7%[9.22 µM]	?	-11.3%[10.9 µM]	15.7%[11.4 µM]
CCOc1cc(C=O)ccc1O	-4.5%[1.84 µM]	0.5%	-3.0%	1.1%
CCOC(=O)C1SC2(C(F)(F)F)CC1(O)c1c(C)cc(C)nc1O2 (centres undefined)	-1.9%	-5.2%	-14.0%	0.7%
